# From PubChem
# M5 ag: CHRM5 agonism in calcium assay. P08912. 360,000 compounds, 0.19% hits. activation, % at 3 µM. CHO-K1 hM5 cells, Fluo-8 calcium fluorescence; 0% DMSO wells, 100% maximal acetylcholine response;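 active = activation above the run's mean over test compounds plus 3 SD, cut at about 23% in these data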;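 also: signal is peak over basal fluorescence ratio across the kinetic read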
# M4 antag: CHRM4 antagonism in calcium assay | AID 624125 | P08173 | CHO-hM4 cells, ACh EC80, Fluo-8 calcium fluorescence | inhibition, % at 3 µM | 360,000 compounds, 0.73% hits;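 active = inhibition above its plate's cutoff, the mean inhibition of sample wells plus 3 SD, cut at about 27% in these data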;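 also: 0% = acetylcholine EC80 with DMSO and 100% = DMSO without agonist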
# Target sequence (P08173 whole entry, looked up): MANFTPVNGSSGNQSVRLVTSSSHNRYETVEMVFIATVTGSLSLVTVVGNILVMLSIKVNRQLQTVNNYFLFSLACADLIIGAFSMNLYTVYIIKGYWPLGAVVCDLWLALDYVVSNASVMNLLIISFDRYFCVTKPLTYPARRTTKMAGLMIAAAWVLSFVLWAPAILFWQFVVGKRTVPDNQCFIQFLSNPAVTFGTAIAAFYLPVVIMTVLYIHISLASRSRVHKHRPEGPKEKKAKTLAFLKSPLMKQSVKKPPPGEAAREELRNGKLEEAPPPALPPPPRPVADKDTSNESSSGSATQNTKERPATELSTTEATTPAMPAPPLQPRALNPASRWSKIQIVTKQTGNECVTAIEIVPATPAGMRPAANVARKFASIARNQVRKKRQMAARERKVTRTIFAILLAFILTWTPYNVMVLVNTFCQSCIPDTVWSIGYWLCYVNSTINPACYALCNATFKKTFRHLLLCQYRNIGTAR
# M5 antag: blocks acetylcholine activation of human M5 receptor; inhibition, % at 3 µM; P08912; 360,000 compounds, 0.59% hits; CHO-hM5 cells, Fluo-8 calcium fluorescence, ACh EC80;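 active = inhibition above a per-plate cutoff, the mean of that plate's test compounds plus 3 SD, cut at about 27% in these data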;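 also: 0% = acetylcholine EC80 with DMSO and 100% = DMSO without agonist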
# CHRM1 PAM: positive allosteric modulators of human M1 muscarinic receptor. 360,000 compounds, 0.088% hits. CHO-K1 hM1, Fluo-8 calcium fluorescence, ACh EC20; 0% = ACh EC20, 100% = maximal ACh. AID 588819. P11229. activation, % at 3 µM; in the data active = activation above about 19%, passing the limit was not always enough
# Target sequence (P11229 whole entry, looked up): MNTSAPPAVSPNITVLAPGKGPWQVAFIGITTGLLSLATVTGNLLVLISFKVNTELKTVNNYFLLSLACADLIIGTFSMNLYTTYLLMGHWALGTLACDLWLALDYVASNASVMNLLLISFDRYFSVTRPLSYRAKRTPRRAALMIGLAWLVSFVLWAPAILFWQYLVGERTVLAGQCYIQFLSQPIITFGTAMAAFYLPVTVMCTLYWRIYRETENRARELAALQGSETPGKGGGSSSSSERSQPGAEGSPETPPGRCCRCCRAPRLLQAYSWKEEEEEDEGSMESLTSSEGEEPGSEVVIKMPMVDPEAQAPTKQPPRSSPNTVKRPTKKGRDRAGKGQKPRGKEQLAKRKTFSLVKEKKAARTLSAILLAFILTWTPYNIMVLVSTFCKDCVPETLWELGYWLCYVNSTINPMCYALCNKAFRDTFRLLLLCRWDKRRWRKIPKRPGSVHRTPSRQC
# CRFR2-BP ag: agonists of human CRF-binding protein/CRF-R2 receptor complex. activation, % at 13.2 µM. HEK293 CRF-R2/CRF-BP, calcium dye fluorescence (FLIPR); percent of saturating CRF peptide response. 350,000 compounds, 0.46% hits;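 active = activation of at least 50%, plus an integration ratio under a set limit after plate pattern correction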;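 also: plate controls were neutral control wells without compound for no effect and CRF at EC100 for full effect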
# CHRM1 antagonist: blocks human M1 muscarinic receptor; 360,000 compounds, 1.3% hits; CHO-K1 hM1, Fluo-8 calcium fluorescence, ACh EC80 antagonist; P11229; AID 588852; inhibition, % at 3 µM;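 active = percent inhibition above its own plate's cutoff, namely the mean of that plate's compound wells plus 3 SD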;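 also: peak over basal fluorescence ratio during 140 s after agonist addition; 0% = ACh EC80 plus DMSO and 100% = DMSO alone without agonist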
# CHRM4 PAM: potentiates acetylcholine response at human M4 receptor. 360,000 compounds, 0.4% hits. P08173. activation, % at 3 µM. AID 624126. CHO-K1 hM4/Gqi5, Fluo-8 calcium fluorescence, ACh EC20; 0% = ACh EC20, 100% = maximal ACh;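 active = activation above its plate's cutoff, the mean activation of sample wells plus 3 SD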; also: some results filed as inactive read as strong as hits
# M4 ag: agonists of human muscarinic M4 receptor (CHRM4). 360,000 compounds, 0.14% hits. P08173. activation, % at 3 µM. CHO-K1 hM4/Gqi5, Fluo-8 calcium fluorescence; vehicle 0%, full acetylcholine response 100%;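 active = activation above the run mean over all test wells plus 3 SD, cut at about 32% in these data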;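 also: peak over basal fluorescence ratio per well then scaled between controls; 0% = DMSO wells and 100% = acetylcholine at EC100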
# M5 PAM: potentiates acetylcholine response at human M5 receptor; P08912; CHO-K1 hM5, Fluo-8 calcium, ACh EC20 PAM; 0% = ACh EC20, 100% = ACh EC100; activation, % at 3 µM; 360,000 compounds, 0.3% hits; AID 624038;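 active = activation above the run cutoff, the mean activation of all test compounds plus 3 SD, cut at about 18% in these data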
#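 Measured by: Fluo-8 calcium fluorescence; material: human M5 receptor in CHO-K1 cells; schedule: Post-acetylcholine fluorescence recording 140 s; benchmarks: low control EC20 acetylcholine (0%), high control EC100 acetylcholine (100%); read-out: Max/basal fluorescence ratio as % of EC20–EC100 ACh window; compound: single dose, 3 µM nominal final test concentration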
# * marks the source's active call; other numbers are inactive results; x = not tested or not shown.
item	smiles	M5 ag	M4 antag	M5 antag	CHRM1 PAM	CRFR2-BP ag
1	CCOC(=O)C1=C(C)NC(=S)NC1c1ccc(-c2cccc(Cl)c2C)o1 (stereo unspecified)	-2	1	1	6	1.0
2	O=c1ccnc(Nc2ccc3c(c2)OCCO3)[nH]1	0	0	-1	4	16
3	COc1ccccc1NC(=O)c1cc([N+](=O)[O-])ccc1NCCN1C(=O)CCC1=O	-6	-4	2	9	-1.2
4	CC(C)(C)N(CC#CCC1(O)c2ccccc2-c2ccccc21)CCO	-9	-8	-1	-20	3.5
5	CCOC(=O)C1CCc2sc(N)c(C#N)c21 (stereo unspecified)	1	-2	8	0	-1.6
6	CCCCc1c(O)nc(SCC(=O)Nc2ccc3c(c2)CCC3)[nH]c1=O	-3	-3	-7	5	1.0
7	CCc1ccc([C@@H]2C[C@H]3[C@@H](CN2S(=O)(=O)c2ccc(C)cc2)C(=O)C[C@@H](c2ccc(Cl)cc2)N3S(=O)(=O)c2ccccc2C)cc1	1	-3	4	4	2.3
8	CC(=O)O[C@H]1CC[C@H]2[C@@H]3CCc4cc(O)ccc4[C@H]3CC[C@]12C	0	-1	-2	-2	-0.2
9	CSc1nsc(NC(=O)CCNC(=O)c2ccc([N+](=O)[O-])cc2)n1	0	4	6	3	1.5
10	O=C1[C@H]2[C@@H](C3CC3)N3C(=O)CN(Cc4ccccn4)C(=O)[C@@]3(Cc3ccccc3)[C@H]2C(=O)N1c1ccccc1	5	-3	-8	15	-0.8
11	Cc1csc(Nc2ccccc2)n1	-2	-8	8	-2	-0.5
12	CCCC1=C(C(=O)OCC)C(c2ccco2)n2ncnc2N1 (stereo unspecified)	0	4	10	-1	-1.6
13	O=C1CC(NCc2ccccc2F)C(=O)N1c1ccccc1 (stereo unspecified)	0	-4	-4	4	-1.5
14	O=C(NCC(c1cccs1)N1CCOCC1)c1cccc([N+](=O)[O-])c1 (stereo unspecified)	-1	-3	-3	12	-0.6
15	CCC(CC)CN1C(N(C)C)=NC[C@@H]1CC(C)C	-6	0	-1	3	2.8

item	CHRM1 antagonist	CHRM4 PAM	M4 ag	M5 PAM
1	-4	2	-1	-5
2	-8	7	1	7
3	-4	7	2	3
4	5	2	2	-5
5	-2	10	1	-3
6	-34	10	0	5
7	1	2	1	2
8	-14	2	1	-5
9	-3	3	5	-4
10	-14	10	2	12
11	12	2	1	7
12	1	7	0	2
13	2	18	1	-1
14	-8	0	1	3
15	15	13	0	5

# Continued; the last 5 above are carried over.
item	smiles	M5 ag	M4 antag	M5 antag	CHRM1 PAM	CRFR2-BP ag
11	Cc1csc(Nc2ccccc2)n1	-2	-8	8	-2	-0.5
12	CCCC1=C(C(=O)OCC)C(c2ccco2)n2ncnc2N1 (stereo unspecified)	0	4	10	-1	-1.6
13	O=C1CC(NCc2ccccc2F)C(=O)N1c1ccccc1 (stereo unspecified)	0	-4	-4	4	-1.5
14	O=C(NCC(c1cccs1)N1CCOCC1)c1cccc([N+](=O)[O-])c1 (stereo unspecified)	-1	-3	-3	12	-0.6
15	CCC(CC)CN1C(N(C)C)=NC[C@@H]1CC(C)C	-6	0	-1	3	2.8
16	Cc1ccccc1-c1nc2ccccc2c(=O)o1	2	-8	12	12	4.0
17	O=C(CSc1nncn1-c1ccccc1)Nc1cc(F)ccc1F	-1	3	3	-6	-2.2
18	O=C(c1ccccc1)C(CN1CCCCC1)c1ccccc1 (stereo unspecified)	-3	-5	8	17	2.4
19	O=C(COc1cccnc1[N+](=O)[O-])c1ccc(Cl)s1	0	9	1	3	0.1
20	CC(=O)c1ccc(NC(=O)CN2CCC(C(=O)c3ccc(F)cc3)CC2)cc1	-3	-7	10	-1	0.0
21	CC(C)(C)c1cc(C(=O)NCc2cc(F)cc3c2OCOC3)n(Cc2ccccc2)n1	-2	25	10	-14	4.0
22	C[n+]1ccccc1Nc1cc([N+](=O)[O-])ccc1N	4	-2	-7	5	-0.8
23	CC1(C(=O)Nc2ccc3c(c2)OCCO3)CN(S(C)(=O)=O)CC(=O)N1C1CCCCCC1 (stereo unspecified)	3	-3	7	x	x
24	CCOc1ccc(C(=O)Nc2cc(NC(=O)c3ccc(OCC)c(Cl)c3)cc(C(=O)O)c2)cc1Cl	-2	3	-9	-5	22
25	CCN(C(C)=O)c1cccc2ccccc12	1	-3	-1	-5	-1.1
26	CCOC(=O)c1ccc(NS(=O)(=O)N2CCCCCC2)cc1	1	-2	-7	0	0.3
27	C(=N\Nc1nn[nH]n1)/c1ccccc1	3	4	-3	3	-1.2
28	O=C(N/N=C/c1ccccn1)c1cccc(S(=O)(=O)N2CCCC2)c1	-5	-6	10	5	0.0
29	Nc1c(C(=O)c2ccccc2)oc2ccccc12	-1	-3	-9	-3	-4.9
30	O=c1ccc2cc(S(=O)(=O)N3CCN(c4ccccc4F)CC3)ccc2o1	-1	8	-14	-7	0.1

item	CHRM1 antagonist	CHRM4 PAM	M4 ag	M5 PAM
11	12	2	1	7
12	1	7	0	2
13	2	18	1	-1
14	-8	0	1	3
15	15	13	0	5
16	-19	3	-2	-6
17	10	-7	1	-3
18	-12	3	1	10
19	-6	-8	0	2
20	-2	0	9	-7
21	35	-39	9	-28
22	-5	-6	0	1
23	x	-1	3	-5
24	8	1	2	-3
25	-13	2	0	-1
26	-8	5	0	4
27	-3	-2	0	1
28	-14	-14	1	-5
29	-7	1	0	12
30	6	-3	1	11

# Continued.
item	smiles	M5 ag	M4 antag	M5 antag	CHRM1 PAM	CRFR2-BP ag
31	COc1ccc(CN(C(=O)CO/N=C/c2ccccc2)c2ccccc2C(=O)O)cc1	-1	-1	6	5	0.1
32	C(=C\n1nnc2ccccc21)/c1ccccn1	0	-20	4	3	-0.9
33	CCOc1ccc(CC2CCC(=O)NC2=O)cc1 (stereo unspecified)	-5	4	-10	9	1.0
34	CCOC(=O)c1ccc2c(c1)nc(SCC(=O)N1CCOCC1)n2CC	-1	7	15	2	1.1
35	Cc1nc2ccc(C(=O)N3CCN(Cc4ccccc4)CC3)cc2[nH]1	-1	1	0	9	-0.9
36	Cc1cc(=O)[nH]c(SCCOc2ccc3c(c2)CCC3)n1	3	3	-9	-1	0.1
37	Cc1ccccc1NC(=O)Oc1cccc(OC(=O)c2ccccc2)c1	-5	-28	3	7	-0.7
38	CCN(C(=O)CN1C(=O)NC2(CCC(C)CC2)C1=O)C1CCCCC1 (stereo unspecified)	0	-7	-2	5	2.0
39	CSc1ncc(C(=O)Nc2ccccc2C)c(C)n1	-3	-14	2	2	-1.1
40	COc1ccc(CC(=O)n2[nH]c(=O)cc(C)c2=O)cc1OC	1	8	19	5	-1.0
41	O=C(N/N=C/c1ccc(F)cc1)c1ccc(OCc2ccccc2)cc1	-2	12	1	0	2.8
42	O=C(NC1CCN(Cc2ccccc2)CC1)c1ccc(CS(=O)c2ccccc2Cl)o1 (stereo unspecified)	-3	-6	0	2	1.9
43	CC(C)NS(=O)(=O)c1ccc(Br)c(C(=O)OC(C)C(=O)NC2CCCCC2C)c1 (stereo unspecified)	4	-3	4	1	-0.6
44	COc1ccccc1S(=O)(=O)N(C)C[C@H]1OCc2cn(nn2)CCCC(=O)N([C@@H](C)CO)C[C@@H]1C	1	2	-10	1	-1.0
45	CC(=O)c1ccc(NC(=O)c2ccc(CSc3ccccc3)o2)cc1	-4	-11	-5	-7	-1.7

item	CHRM1 antagonist	CHRM4 PAM	M4 ag	M5 PAM
31	1	7	3	-1
32	-1	4	2	5
33	-4	4	0	9
34	1	-11	1	-4
35	-4	-1	1	1
36	2	7	1	2
37	6	11	-1	-1
38	-7	2	0	3
39	1	-1	1	-3
40	-11	-7	1	-14
41	-3	-3	1	-3
42	-8	0	2	-2
43	-10	-2	7	-5
44	-5	-7	0	-3
45	1	2	8	-10

# Part of the list above in another layout.
[7] CCc1ccc([C@@H]2C[C@H]3[C@@H](CN2S(=O)(=O)c2ccc(C)cc2)C(=O)C[C@@H](c2ccc(Cl)cc2)N3S(=O)(=O)c2ccccc2C)cc1
  M5 ag: 1; M4 antag: -3; M5 antag: 4; CHRM1 PAM: 4; CRFR2-BP ag: 2.3; CHRM1 antagonist: 1; CHRM4 PAM: 2; M4 ag: 1; M5 PAM: 2
[35] Cc1nc2ccc(C(=O)N3CCN(Cc4ccccc4)CC3)cc2[nH]1
  M5 ag: -1; M4 antag: 1; M5 antag: 0; CHRM1 PAM: 9; CRFR2-BP ag: -0.9; CHRM1 antagonist: -4; CHRM4 PAM: -1; M4 ag: 1; M5 PAM: 1
[30] O=c1ccc2cc(S(=O)(=O)N3CCN(c4ccccc4F)CC3)ccc2o1
  M5 ag: -1; M4 antag: 8; M5 antag: -14; CHRM1 PAM: -7; CRFR2-BP ag: 0.1; CHRM1 antagonist: 6; CHRM4 PAM: -3; M4 ag: 1; M5 PAM: 11
[41] O=C(N/N=C/c1ccc(F)cc1)c1ccc(OCc2ccccc2)cc1
  M5 ag: -2; M4 antag: 12; M5 antag: 1; CHRM1 PAM: 0; CRFR2-BP ag: 2.8; CHRM1 antagonist: -3; CHRM4 PAM: -3; M4 ag: 1; M5 PAM: -3

# Continued.
item	smiles	M5 ag	M4 antag	M5 antag	CHRM1 PAM	CRFR2-BP ag
46	N#Cc1cccc(NC(=O)c2cc(C3CCCCN3C(=O)c3ccccc3)on2)c1 (stereo unspecified)	1	-17	1	14	x
47	COc1ccc(S(=O)(=O)N(CC(=O)O)c2ccc(C)cc2)cc1	3	-14	-7	6	0.5
48	C=CCNC(=O)C(=O)NCCOc1ccccc1Cl	0	-4	2	7	-1.8
49	COc1ccc(NC(=O)c2ccccc2)cc1	4	-1	4	4	-1.3
50	Cc1cc2nc(-c3ccc(C#N)cc3)c(Cc3cccc(F)c3)n2c(C)c1Br	0	-7	-4	0	x
51	COc1cc(C(=O)NNC(=O)CCOc2ccccc2C)cc(OC)c1OC	2	2	15	17	-1.4
52	COc1ccc(N=C2S/C(=C\c3ccc(Cl)c([N+](=O)[O-])c3)C(=O)N2CCN(C)C)cc1	-2	24	13	4	0.1
53	NC(=O)[C@@H]1CC2(CC(c3cccc(NC(=O)[C@@H]4CCC(=O)N4)c3)=NO2)CN1C(=O)Cc1ccc([N+](=O)[O-])cc1 (stereo partly specified)	2	9	8	1	-2.6
54	O=C1c2cccc3c(N4CCCCC4)ccc(c23)C(=O)N1CCO	3	3	15	3	118*
55	CCOC(=O)c1cc(-c2ccc(OC)cc2)nc2c1c(C)nn2CCC#N	-4	7	4	5	-1.0
56	COCCN(C(=O)Nc1ccccc1)c1ccccc1C	-2	-7	-2	12	0.4

item	CHRM1 antagonist	CHRM4 PAM	M4 ag	M5 PAM
46	-28	-6	9	-4
47	-25	5	1	-3
48	-2	4	0	1
49	2	5	2	8
50	-18	1	0	-3
51	-18	5	1	9
52	-2	-16	5	1
53	-6	0	1	-3
54	1	-3	8	-1
55	-7	-3	1	-4
56	-16	5	1	2
